# MsrA inh = bovine MsrA inhibition; purified bovine MsrA, absorbance read-out; inhibition, % at 15.5 µM; 360,000 tested, 0.75% active; in the data active means inhibition above about 4.5%;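 further: 0% = vehicle wells with enzyme and 100% = reference inhibitor wells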
# LMPTP inh = LMPTP (human) inhibition; P24666; recombinant LMPTP-A, OMFP fluorogenic substrate, fluorescence intensity; inhibition, % at 20 µM; 360,000 tested, 0.22% active;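 active means compounds that cut the enzyme signal by at least half of the control window in the single-dose screen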;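 further: plate controls were DMSO wells with enzyme plus substrate for no effect and substrate without enzyme for full effect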
# Target sequence (P24666 whole entry, looked up): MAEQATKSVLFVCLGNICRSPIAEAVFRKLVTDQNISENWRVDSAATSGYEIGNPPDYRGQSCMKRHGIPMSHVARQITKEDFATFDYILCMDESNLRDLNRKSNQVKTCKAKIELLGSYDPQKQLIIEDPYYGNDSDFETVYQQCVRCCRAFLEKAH
#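 Assay system: LMPTP-A, protein tyrosine phosphatase of low molecular weight / Medium: pH 6.0 Bis-Tris buffer with DTT and Triton X-100 / Schedule: 50 min enzyme reaction at room temperature, protected from light / Measured by: endpoint fluorescence intensity from OMFP dephosphorylation / Read-out basis: % inhibition relative to no-enzyme and uninhibited control wells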
# DNMT1 block = blocks human DNA methyltransferase DNMT1. inhibition (reported as % activation of signal), % at 10 µM. P26358. 360,000 tested, 0.83% active. DNMT1 molecular beacon, Hinp1I cleavage, fluorescence; in the data active means inhibition above about 50%
# Scp-1 inhibitor = Scp-1 (human) phosphatase inhibition; Q9GZU7; Recombinant Scp1, phosphopeptide, malachite green phosphate absorbance; inhibition, % at 20 µM; 340,000 tested, 0.88% active;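 active means inhibition above about 50% at 20 µM, limit read from the data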;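 further: plate controls were DMSO wells with enzyme for no effect and wells lacking enzyme for full effect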
#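 Material – SCP-1 phosphatase catalytic domain, residues 76-261 · Buffer or medium – Acidic Tris acetate buffer with magnesium and detergent · Also added – Phospho 17-mer peptide substrate · Compound – single 20 µM dose, 1% DMSO · Times – 45 min room-temperature reaction, 5 min colour, 30 min stabiliser · Technique – Phosphate-binding colour reagent, absorbance read at 630 nm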
# Tb MetRS inh = Trypanosoma brucei MetRS inhibition | purified T. brucei MetRS, ATP depletion, Kinase-Glo luminescence | inhibition, % at 11.9 µM | 360,000 tested, 0.4% active;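 active means inhibition above a per-plate cutoff of the control wells' mean inhibition plus 3 SD, cut at about 5.5% in these data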;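 further: 0% = DMSO wells median and 100% = median of wells with control inhibitor compound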
#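 Dosing: 11.9 µM compound single dose, 0.9% DMSO; Assay system: purified T. brucei MetRS enzyme; Measured by: Kinase-Glo luciferase luminescence reporting remaining unconsumed ATP; Schedule: 15 min plus 2 h at 25 °C.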
# SUMO1 PPI mod = alters human SUMO1 binding to SIM partners; P63165; SUMO1 binding to a labelled peptide, TR-FRET, 1 h; inhibition, % at 20 µM; 360,000 tested, 0.33% active; in the data active means inhibition above about 37%
# Target sequence (P63165 whole entry, looked up): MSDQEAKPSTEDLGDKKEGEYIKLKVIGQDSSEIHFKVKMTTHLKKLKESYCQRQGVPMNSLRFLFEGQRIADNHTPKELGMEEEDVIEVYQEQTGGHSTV
# Rpn11 inh = blocks the human proteasome subunit Rpn11 | human 26S proteasome, Ub4-pepOG fluorescence polarization; 20S core pre-blocked with epoxomicin | 360,000 tested, 0.59% active | O00487 | calls only at 20 µM | AID 588493;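 active means inhibition at 20 µM, scaled to each plate's controls, above about 33%, limit read from the data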
# Target sequence (O00487 whole entry, looked up): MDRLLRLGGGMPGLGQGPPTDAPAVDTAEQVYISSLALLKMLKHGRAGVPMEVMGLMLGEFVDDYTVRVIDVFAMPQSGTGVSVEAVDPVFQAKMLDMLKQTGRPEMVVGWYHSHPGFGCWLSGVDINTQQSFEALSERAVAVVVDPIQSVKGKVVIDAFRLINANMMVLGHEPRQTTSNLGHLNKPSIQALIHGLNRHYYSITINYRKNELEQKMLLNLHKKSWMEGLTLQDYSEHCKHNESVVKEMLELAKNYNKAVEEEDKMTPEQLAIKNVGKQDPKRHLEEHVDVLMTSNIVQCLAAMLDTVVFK
# STEP block = inhibitors of human striatal-enriched phosphatase STEP | P54829 | recombinant STEP, OMFP fluorogenic substrate, fluorescence | inhibition, % at 20 µM | 360,000 tested, 0.25% active | AID 588621;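 active means inhibition at 20 µM, scaled per plate between control wells, above about 37%, limit read from the data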;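 further: 0% = DMSO with enzyme and substrate and 100% = substrate only without enzyme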
#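 Test system: STEP tyrosine phosphatase / Reagent: OMFP at 25 µM / Doses: 20 µM, 1% DMSO / Read-out: percent inhibition scaled to no-enzyme and uninhibited-enzyme controls, plate-pattern corrected / Detection: FITC-channel fluorescence of OMFP product / Medium: Bis-Tris buffer pH 6.0, 2.5 mM DTT, 0.005% Tween 20 / Schedule: 20 min at room temperature, dark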
# CSN inh = blocks human CSN-mediated cullin deneddylation; 360,000 tested, 0.38% active; Purified CSN, SCF-Nedd8-OG deneddylation, fluorescence polarization; Q92905; AID 651999; inhibition, % at 12.5 µM;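 active means pattern-corrected inhibition above about 35%, with an unprinted fluorescence ratio check between 0.5 and 1.5, limit read from the data, passing the limit was not always enough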;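 further: 0% = enzyme with substrate and 100% = substrate without enzyme; some results filed as inactive read as strong as hits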
# Target sequence (Q92905 whole entry, looked up, one chain of several): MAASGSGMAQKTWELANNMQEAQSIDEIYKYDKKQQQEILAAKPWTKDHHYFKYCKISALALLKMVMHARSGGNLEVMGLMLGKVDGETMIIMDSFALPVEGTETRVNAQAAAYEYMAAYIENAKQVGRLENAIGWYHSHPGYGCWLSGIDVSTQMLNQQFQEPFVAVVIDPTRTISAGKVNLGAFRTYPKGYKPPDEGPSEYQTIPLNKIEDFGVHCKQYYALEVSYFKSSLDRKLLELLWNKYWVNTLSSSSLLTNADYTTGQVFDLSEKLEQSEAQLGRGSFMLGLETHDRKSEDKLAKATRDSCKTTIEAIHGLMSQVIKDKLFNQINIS
#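 Assay system: HEK293T-derived human Csn5 enzyme; quantity: 0.24 nM enzyme; medium: Tris/NaCl/DTT buffer, pH 7.5; also added: substrate SCFSkp2-Nedd8OG, 10 nM; doses: 12.5 µM compound; schedule: 90 min reaction at room temperature; signal: FP; read-out: % inhibition of substrate cleavage by Csn5; benchmarks: substrate-only high control, full reaction low control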
# NadD block = blocks S. aureus nicotinate mononucleotide adenylyltransferase | purified NadD enzyme, colorimetric absorbance read-out | inhibition, % at 20 µM | 360,000 tested, 0.78% active | AID 602399; in the data active means inhibition above about 26%; further: some compounds past the cut are filed as inactive
# Starred values were filed as active, the others as inactive; i = inactive; x = not tested or not shown.
SMILES,MsrA inh,LMPTP inh,DNMT1 block,Scp-1 inhibitor,Tb MetRS inh,SUMO1 PPI mod,Rpn11 inh,STEP block,CSN inh,NadD block
COc1ccc(-n2c(=S)[nH]c3cc(C(=O)NCc4ccco4)ccc3c2=O)c(OC)c1,-0.3,2.3,-1,-2,-0.9,-1,i,-2,5,-4
Cc1ccc(NS(=O)(=O)c2c(C)nc3sccn3c2=O)c(C)c1,2.0,-0.8,-1,2,0.0,-2,i,3,0,-1
Oc1c(CN2CCN(c3ccccn3)CC2)cc(Cl)c2cccnc12,x,31,-5,-10,-1.4,-7,i,-12,4,-1
CC(C)C(NC(=O)/C(=C/c1ccco1)NC(=O)c1ccc(Br)o1)C(=O)O (configuration not stated),-0.1,-1.2,18,47,-1.1,-1,i,21,7,0
FC(F)(F)c1nc2ccccc2n2c(-c3c(Cl)cccc3Cl)nnc12,1.6,-0.3,1,-7,-0.4,-8,i,-2,3,0
CCc1nc2ccc(C(=O)NCCOc3ccc(OC)cc3)cn2c1N(C)Cc1ccc(OC)cc1,1.4,5.6,-9,x,-0.2,5,i,2,-2,-1
O=C(O)CCCCCNC(=O)Nc1ccc2c(c1)OCCO2,-0.5,-0.6,1,1,-0.3,-1,i,0,4,-5
O=C(O)/C=C\C(=O)Nc1ccccc1C(=O)N1CCC(O)(c2ccc(Cl)cc2)CC1,-0.8,-3.7,3,-5,-1.0,3,i,0,-4,0
CN(c1nc(-c2ccccc2)cs1)C1CCS(=O)(=O)C1 (configuration not stated),1.2,-0.2,-6,-5,0.2,-6,i,0,-2,-2
Oc1ccc(Cc2ccccc2)c2cccnc12,0.4,2.0,2,-1,-0.2,-16,i,3,-2,1
Cc1cc(=O)oc2cc(OCc3ccc(S(=O)(=O)N4CCOCC4)cc3)ccc12,0.4,3.1,-5,-4,-1.7,-1,i,0,-1,0
COc1cccc(C2=NOC(C(=O)NCCCn3ccnc3)C2)c1 (configuration not stated),0.7,-6.1,1,-5,-0.1,-1,i,-3,2,4
Cc1ccc2c(n1)CC(C)(C)C/C2=N\O,-0.8,1.2,4,-1,-1.2,1,i,-1,-1,0
Nc1nc2c(nnn2Cc2ccc(Cl)c(Cl)c2)c(=O)[nH]1,-0.1,-1.4,9,0,-0.2,4,i,4,-1,-1
O=C(Nc1cccc(Cl)c1)c1ccc(F)c(S(=O)(=O)NCc2cccs2)c1,-0.3,1.4,-10,-8,1.1,2,i,-3,-9,-11
CC(C)(C)c1cc(NC(=O)CSc2nnc(NCc3ccccc3)s2)n(-c2ccccc2)n1,-0.2,2.1,-2,-4,-1.0,-1,i,-1,6,-1
CCOC(=O)[C@H]1[C@H]2COc3ccc(OC)cc3[C@@H]2N2C(=O)CN(CC3CCCO3)C(=O)[C@@]12C (some centres not stated),0.2,-0.8,-2,-3,-0.3,-3,i,-2,2,1
Cc1ccc(C(=O)OCC(=O)Nc2cccc(S(=O)(=O)N3CCCCC3)c2)s1,4.0,1.9,1,x,-0.2,7,i,2,4,-4
O=C(NC1CCCCC1)C(c1ccc(F)cc1)N(C(=O)c1cccs1)c1ccc2c(c1)OCO2 (configuration not stated),0.1,0.1,48,-5,-0.4,5,i,-2,5,5
NS(=O)(=O)c1ccc(NC2(C(=O)O)CCCC2)cc1,-1.1,-0.7,7,6,-0.4,0,i,-1,5,-6
N#C/C(=C\c1ccc[nH]1)C(=O)Nc1ccccc1F,3.1,-0.9,3,-6,-0.3,-16,i,-2,-6,-5
COc1ccc(C2=NS(=O)(=O)N(C)C(C(=O)Nc3ccc4c(c3)OCO4)=C2)cc1,3.4,0.8,-8,-3,0.3,-14,i,4,1,-2
CCN(CC(=O)NCc1cccs1)C(=O)/C=C/c1ccc(F)cc1,-2.0,0.8,2,x,0.6,-2,i,-2,4,-5
Cc1ccc(-n2ccnc2SCC(=O)O)cc1C,-0.8,0.2,2,-2,-0.3,1,i,2,0,-3
CCC(=O)NC(=S)Nc1cccc(Cl)c1N1CCCCC1,4.4,1.0,5,-8,-0.9,-1,i,-4,2,-2
CCOC(=O)C1(CC2CCCCO2)CCN(Cc2nc(C(C)C)cs2)CC1 (configuration not stated),-0.7,-0.6,-1,0,0.1,-2,i,4,5,1
COc1ccc2oc(=O)c(C(=O)N3CCN(c4ccccc4C)CC3)cc2c1,1.6,1.3,3,-6,-0.1,-22,i,-1,4,4
CCC(CCc1ccccn1)C(=O)c1ccccc1 (configuration not stated),0.1,0.1,5,0,0.6,4,i,-4,-3,0
CC(NC(=O)COC(=O)c1ccc(N2CCCC2=O)cc1)c1ccc(F)cc1 (configuration not stated),0.2,-0.9,1,-9,0.1,-1,i,-2,1,-7
Cc1sc2nc(C3CC3)nc(NCCNS(=O)(=O)c3ccccc3)c2c1C,-1.5,1.4,-3,1,-0.7,8,i,-1,-3,3

# Two records picked at random from the list so far, as already listed:
SMILES,MsrA inh,LMPTP inh,DNMT1 block,Scp-1 inhibitor,Tb MetRS inh,SUMO1 PPI mod,Rpn11 inh,STEP block,CSN inh,NadD block
N#C/C(=C\c1ccc[nH]1)C(=O)Nc1ccccc1F,3.1,-0.9,3,-6,-0.3,-16,i,-2,-6,-5
CCN(CC(=O)NCc1cccs1)C(=O)/C=C/c1ccc(F)cc1,-2.0,0.8,2,x,0.6,-2,i,-2,4,-5

# More entries.
SMILES,MsrA inh,LMPTP inh,DNMT1 block,Scp-1 inhibitor,Tb MetRS inh,SUMO1 PPI mod,Rpn11 inh,STEP block,CSN inh,NadD block
O=C(c1cccc2ccccc12)N1CCN=C1SCc1ccc([N+](=O)[O-])cc1,0.4,0.9,4,11,-0.3,-14,i,1,-12,1
CCCN(CCC)C(=S)NC1CC2C=CC1C2 (configuration not stated),0.5,-0.7,0,-11,-0.3,4,i,1,0,3
O=C(NCC(=O)N(CC1CCCO1)C(C(=O)NC1CCCC1)c1cccnc1)c1ccco1 (configuration not stated),-0.7,-0.7,0,-6,-0.3,2,i,-5,-5,3
CCOc1cc(NC(=O)c2ccccn2)c(OCC)cc1NC(=O)c1ccccc1,-1.1,-0.7,5,-10,-0.7,-1,i,1,-6,1
CN(C)C(CNC(=O)C1CCN(S(=O)(=O)c2cccc(Cl)c2Cl)CC1)c1ccccc1 (configuration not stated),0.3,-3.9,-5,4,-0.9,-17,i,-2,1,-5
CCCCC1=CC2=CC(=O)C(C)(OC(=O)CC)C(=O)C2=CN1CC(C)C (configuration not stated),0.2,0.8,-10,-6,-0.2,-11,i,-2,-4,4
COC(=O)CSc1nnc(CNC(=O)c2ccc(OC)cc2OC)n1C,-0.1,-0.5,-3,-3,0.2,0,i,0,-6,0
CCC1=[N+](CC(=O)c2ccc(C)cc2)CCn2c(C)ccc21,2.5,-1.5,-5,3,-0.9,-7,i,-2,-10,0
CCN(C(=O)CCN1C(=O)/C(=C/c2ccccc2)SC1=S)C1CCS(=O)(=O)C1 (configuration not stated),0.9,0.9,-2,-6,-0.2,-26,i,-1,5,1
O=C(NCCC(=O)N(CCc1ccccc1)Cc1ccccc1)c1ccc(Br)cc1,1.5,-4.4,0,-8,1.5,-19,i,0,-3,1
Cc1ccc(CNc2ncnc3c2cnn3-c2ccccc2)cc1,0.1,0.9,4,0,-1.2,2,i,0,-2,2
O=C(c1cc(-c2ccccc2)nn1-c1ccccc1)N1CCN(S(=O)(=O)c2c(F)cccc2F)CC1,1.1,5.2,-10,-6,-0.5,-1,i,3,1,-4
Cc1ccc(OCC(O)Cn2nc(C)cc2C)cc1 (configuration not stated),-1.4,-1.1,14,-2,0.2,3,i,-3,3,-4
CC(C)Cn1c2c(c(O)c(C(=O)Nc3ccc(F)cc3)c1=O)CCCC2,-0.3,-0.7,0,-8,-0.1,-1,i,-6,1,1
CCc1ccc(NC(=O)c2cc(-c3ccco3)on2)cc1,0.3,-1.2,3,0,-0.1,-6,i,-3,7,5
CCCc1ccc(OCCNC(=O)C2CCCCC2)cc1,0.9,-0.1,-1,-10,-0.8,-2,i,-2,-1,-1
O=C(CNc1cccc([N+](=O)[O-])c1)N1CCN(S(=O)(=O)c2ccc(Cl)cc2)CC1,2.1,1.1,-4,-7,-0.2,-26,i,1,-9,12
Cc1cc(C)nc(SCCCNCc2ccccc2)n1,-0.9,-3.4,2,4,-0.1,-1,i,-1,-4,-5
COc1ccc(CCNc2oc(COc3ccccc3Cl)nc2C#N)cc1OC,-0.2,1.1,-21,-18,-0.3,3,i,1,7,-1
COCc1cc(=O)[nH]c(N2CCN(C(=O)c3ccco3)CC2)n1,-0.4,-1.2,4,18,0.0,0,i,-1,-3,-2
Cc1nn(Cc2ccccc2Cl)c2sc(C(=O)Nc3nccs3)cc12,-0.4,1.0,-3,-8,0.0,1,i,-1,5,2
C=CCN(C(=O)c1csnn1)C(C(=O)NCc1ccccc1)c1ccccc1F (configuration not stated),0.2,-1.3,1,-10,-0.9,4,i,-2,1,-6
Cc1cc(C)cc(NC(=O)C(c2ccccc2)N2CCN(CC(=O)NC3CC3)CC2)c1 (configuration not stated),0.1,-0.7,-2,-6,0.0,-2,i,4,4,-2
C=CCn1c(SCCOC)nc2c1c(=O)[nH]c(=O)n2C,-0.2,-2.7,-1,-9,-0.1,5,i,-4,-3,-5
CCOc1ccc(/C=N/NC(=O)C2CC2)cc1OC,0.2,0.3,1,-5,0.5,-10,i,0,5,0
C=CCn1c(SCC(=O)/C(C#N)=C(\C)N)nnc1C1CCCCC1,1.0,-0.8,-2,-3,-0.5,-4,i,3,2,-2
Brc1ccc(CN2CCSCC2)cc1,-0.1,-0.8,0,-1,-0.5,0,i,-3,-3,8
CC(=O)c1cccc(NC(=O)CSc2n[nH]c(-c3ccncc3)n2)c1,-0.2,-2.0,0,-1,0.0,6,i,-4,-2,-1
Cc1cc(C(=O)N(CCC#N)Cc2cccs2)no1,-0.8,-1.7,1,-10,1.2,-1,i,1,-2,-7
CNC(=O)C[C@H]1C(=O)N(c2ccccc2)C[C@@H]1C,-0.4,-3.1,5,x,-1.1,-3,i,0,-5,-5
OCCC1CN(C2CCN(c3ccccc3)CC2)CCN1Cc1ccc(F)c(F)c1 (configuration not stated),3.8,-0.6,0,-9,0.3,-2,i,1,-1,-2
Cn1nnnc1SCc1nnc(-c2ccccc2Br)o1,0.1,0.0,-3,-4,-1.3,7,i,-2,1,0

# Screens (PubChem)
